# TRPV1 ag = agonists of human vanilloid receptor 1 (TRPV1); Q8NER1; TRPV1-expressing cells, Fluo-8 calcium influx, agonist mode; activation, % at 8.33 µM; 320,000 compounds, 0.19% hits; AID 540275; in the data active = activation above about 80%; inconclusive = between about 30% and that limit; note: 0% is about no effect
#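 TRPV1-expressing cells were cultured overnight at 35.5C and loaded with Fluo-8 calcium dye for 40 to 90 min at room temperature. After a 10 s baseline, compound was added and calcium influx was read kinetically for 3 min (ex 480/em 520 nm).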
# USP2a inh = USP2a (human) protease inhibition | O75604 | USP2 core, Ub-CHOP2 coupled fluorogenic reporter, 485/531 | Potency, µM (series often up to 38.3 µM), for the others: at the highest dose activity change, negative = inhibition, most hits filed as inhibitors | 330,000 compounds, 0.01% hits | AID 463254;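 note: potency is the fitted concentration of half-maximal effect; plate controls were DMSO wells for no effect and full inhibition by NEM control for full effect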
#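 USP2 core (10nM final) preincubated 30min RT with compound in 20mM Tris-HCl pH 8.0, 2mM CaCl2, 2mM beta-mercaptoethanol, 0.05% CHAPS; 25nM Ub-CHOP2 plus 25nM reporter substrate added, fluorescence (Ex485/Em531) read after 60min.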
# uPA generation = blocks generation of uPA at the cell surface; 330,000 compounds, 0.31% hits; cell surface uPA generation assay, qHTS; Potency, µM (doses to about 38.3 µM), for the others: at the highest dose activity change, negative = inhibition, actives largely listed as inhibitors; active = well fitted inhibition curve with a large enough effect; inconclusive = small, poorly fitted or top-dose-only effect; inactive = no such curve, though single readings can be large or run the other way; tested in mouse RAW 264.7 cells; note: potency is the fitted concentration of half-maximal effect; % is set by controls: 0 for no effect and ±100 for the full control effect; nearly all actives have a fitted effect of over 55% in size
# S-ASM inh = blocks human secretory acid sphingomyelinase; placental ASM, HMU-PC fluorogenic substrate, 60 min; Potency, µM (top dose mostly 57.5 µM), without a hit: top-dose activity change, negative = inhibition, most hits filed as inhibitors; 340,000 compounds, 0.006% hits; P17405; note: potency is the fitted concentration of half-maximal effect
#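 Human placenta-derived ASM enzyme was preincubated with compound for 10 minutes at room temperature, then given fluorogenic substrate HMU-PC0 (9 uM final) for 60 minutes at 37 °C; a pH 10 stop preceded fluorescence reading at Ex 386/Em 447 nm.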
# PTAP TSG101 blk = blocks PTAP/TSG101 interaction to inhibit HIV-1 budding. 340,000 tested, under 10 active. AID 493005. Q99816. Fluorescence polarization, FITC-PTAP peptide / Tsg101 binding. Potency, µM (series often up to 115 µM), inactives show at the highest dose activity change, negative = inhibition, hits mostly inhibitors; active = well fitted inhibition curve with a large enough effect in the main read-out, with a control signal flat, not every such curve was filed as active; inconclusive = small, poorly fitted or top-dose-only effect, or effect the other way, or a change in a side signal; inactive = no such curve, though single readings can be large or run the other way; note: potency is the fitted concentration of half-maximal effect; % of control where 0% means no effect
#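 Compounds were pin-transferred onto Tsg101 binding domain (10 uM final) in HEPES pH 7.5 buffer, then FITC-PTAP peptide was added at 50 nM final. After 20 min at RT, polarization reported peptide displacement across a qHTS concentration series.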
# BRCA1 expr up = increases BRCA1 expression; MCF7-BRCA1-FFLuc reporter, luminescence, 48 h; response scale: scaled: vehicle 0%, 10 µM genistein 100%; Potency, µM (highest dose often 46.1 µM), inactives show at the top dose activation, hits mostly activators; 380,000 compounds, 1.1% hits; AID 624202; note: potency is the fitted concentration of half-maximal effect; nearly all actives have a fitted effect of over 80% in size; some results filed as inactive show a strong effect at the top dose
#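 Compounds are tested at multiple concentrations on MCF7 BRCA1-luciferase reporter cells seeded at 2000 per well; after 48 h, a single luminescence end-point is taken and curves fitted to the normalized data.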
# Eya2 inh = blocks the phosphatase activity of human Eya2 | recombinant Eya2, OMFP fluorescence dephosphorylation (OMFP is methylfluorescein phosphate) | AID 488837 | 330,000 compounds, 0.006% hits | O00167 | Potency, µM (highest dose often 76.9 µM), inactives show at the highest dose activity, negative = inhibition, hits mostly inhibitors; note: potency is the fitted concentration of half-maximal effect; % is set by controls: 0 for no effect and ±100 for the full control effect
# Target sequence (O00167 whole entry, looked up): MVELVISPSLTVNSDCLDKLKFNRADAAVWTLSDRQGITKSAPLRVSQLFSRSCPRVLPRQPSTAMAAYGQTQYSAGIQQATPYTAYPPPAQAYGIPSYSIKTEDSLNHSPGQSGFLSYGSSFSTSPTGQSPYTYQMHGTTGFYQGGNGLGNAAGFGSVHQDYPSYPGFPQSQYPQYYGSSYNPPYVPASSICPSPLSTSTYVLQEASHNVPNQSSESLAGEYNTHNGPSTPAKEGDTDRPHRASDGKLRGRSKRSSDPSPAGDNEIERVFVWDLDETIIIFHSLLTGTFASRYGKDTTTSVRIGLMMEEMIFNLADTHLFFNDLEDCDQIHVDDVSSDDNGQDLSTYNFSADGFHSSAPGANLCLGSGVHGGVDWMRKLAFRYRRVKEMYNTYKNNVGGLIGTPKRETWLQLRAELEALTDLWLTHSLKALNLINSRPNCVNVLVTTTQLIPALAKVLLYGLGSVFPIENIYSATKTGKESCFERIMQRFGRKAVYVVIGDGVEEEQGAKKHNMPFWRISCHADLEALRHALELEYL
#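 Eya2 protein (added as 0.2 uM solution) was preincubated with compound for 10 min at ambient temperature in 50 mM HEPES pH 7.5, 50 mM NaCl, 5 uM MgCl2, 0.05% BSA, 1 mM DTT. OMFP (added at 50 uM) then reacted 10 min; fluorescence read at 485/525 nm.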
# B2AR arrestin = recruits beta-arrestin to the human beta2-adrenergic receptor | 330,000 compounds, 0.02% hits | AID 492947 | Potency, µM (series often up to 46.1 µM), without a hit: at the top dose activation, most hits filed as activators | beta-arrestin recruitment to beta2AR, cell-based reporter;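 note: potency is the fitted concentration of half-maximal effect; 0% = DMSO controls and full agonism = EC100 isoproterenol or metaproterenol; nearly all actives have a fitted effect of over 65% in size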
# Target sequence (P07550 whole entry, looked up): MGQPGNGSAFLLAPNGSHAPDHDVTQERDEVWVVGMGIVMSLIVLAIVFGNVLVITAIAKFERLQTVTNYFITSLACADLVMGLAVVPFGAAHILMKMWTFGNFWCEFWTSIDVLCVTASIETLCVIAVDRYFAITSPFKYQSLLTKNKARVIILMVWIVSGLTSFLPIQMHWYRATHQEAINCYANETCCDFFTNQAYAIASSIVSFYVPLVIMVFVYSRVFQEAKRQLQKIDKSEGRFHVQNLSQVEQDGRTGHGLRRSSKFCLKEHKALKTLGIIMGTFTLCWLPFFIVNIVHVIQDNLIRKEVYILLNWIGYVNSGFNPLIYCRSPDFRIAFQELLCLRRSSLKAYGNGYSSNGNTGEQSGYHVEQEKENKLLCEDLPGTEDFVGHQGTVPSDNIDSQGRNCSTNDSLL
# Integrin act MD = integrin-mediated muscular dystrophy alleviation activation | alpha7betagal myoblasts, beta-gal FDG fluorescence, 48 h | Potency, µM (doses to about 38.3 µM), for the others: at the highest dose activation, usual class: activators | 350,000 compounds, 0.064% hits;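 note: potency is the fitted concentration of half-maximal effect; 100% = response of the positive control SU9516; nearly all actives have a fitted effect of over 60% in size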
#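 Alpha7betagal+/- myoblasts (passage 13) were plated 16-24 hr, then exposed to compounds (1:260 dilution of DMSO stock) for 48 hours at 37C. After MPER lysis, β-galactosidase reporter activity was read as FDG fluorescence (ex 480/em 540) after 30 minutes.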
# p53 reactivation = mutant p53 re-activation in reporter cells. H1299 p53-A138V BP100-luciferase reporter, luminescence, 24 h. Potency, µM (doses to about 92.2 µM), for the others: top-dose activity change, positive = activation, hits mostly activators. 320,000 compounds, 0.063% hits. AID 504706; note: potency is the fitted concentration of half-maximal effect; % of control where 0% means no effect; nearly all actives have a fitted effect of over 45% in size
#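 H1299 (p53-null), stable ts p53-A138V + BP100-Luc; 1000 cells/well, Opti-MEM/10% FBS; cpd 4 pt, 1:5; 24 h, 37 deg C, 5% CO2; detection reagent 10 min RT; luminescence.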
# ELG1 genotoxic = induces genotoxicity in HEK293T cells with luciferase-tagged ELG1 | HEK293T ELG1-luciferase reporter, luminescence, 16 h | Potency, µM (titrated, usually from 46 µM), for inactives: top-dose activity change, positive = activation, usual class: activators | 330,000 compounds, 1.3% hits | AID 504466; note: potency is the fitted concentration of half-maximal effect; % of control where 0% means no effect; nearly all actives have a fitted effect of over 60% in size
#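 Quantitative HTS format in 1536-well plates. HEK293T ELG1-luciferase reporter cells receive test compound and are incubated 16 hr at 37 °C, 5% CO2; ONE-Glo added, 30 min room temperature, then luminescence read.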
# The depositor's hits bear a star; u = inconclusive; x = not tested or not shown; & = joins results of further samples; [ ] = dose if it differs, or a comment. Unless noted, calls come from the whole dose curve; as a rule, active = well fitted curve in the direction sought with a large enough effect; inconclusive = small, poorly fitted or top-dose-only effect, or another doubt; inactive = no such curve, though single readings can be large; an effect the other way counts as inactive or inconclusive.
SMILES,TRPV1 ag,USP2a inh,uPA generation,S-ASM inh,PTAP TSG101 blk,BRCA1 expr up,Eya2 inh,B2AR arrestin,Integrin act MD,p53 reactivation,ELG1 genotoxic
CCCCn1c(C2CCCCC2)nc2cc3[nH]c(=O)c(C(C)C)nc3cc21,-2,-14%,31%[activator],182%[activator],0%,-25%,-14%,-1.1%,-18%,x,-10%
Cc1ccc(C(=O)n2nc(-c3ccco3)nc2N)cc1,-4,-1%,8%,12%,-3%,1%,10%,0.1%,24%,17%,1%
CCOC(=O)c1c(NC(=O)C2CCN(S(=O)(=O)c3cccs3)CC2)sc(C)c1C,8,-1%,0%,-5%,-3%,-21%,-19%,-0.8%,8%,2%,-3%
COC(=O)c1c(NC(=O)CN2C(=O)NC3(CCc4ccccc4C3)C2=O)sc2c1CCCCC2 (stereo unspecified),3,3%,0%,-2%,-6%,-1%,7%,-0.5%,-46%[inhibitor],0%,-1%
CCCCNC(=S)NNC(=O)c1sccc1C,-2,1%,x,-3%,0%,-1%,14%,0.0%,10%,4%,0%
CC1CCCC(C)N1C(=O)COC(=O)c1n[nH]c(=O)c2ccccc12 (stereo unspecified),-1,6%,2%,-3%,-1%,-5%,10%,-0.9%,-1%,9%,0%
Cc1csc(SCC(=O)Nc2ccccc2C)n1,2,-1%,3%,6%,-5%,32%,2%,0.2%,u,7%,2%
Cc1ccc(S(=O)(=O)n2nc(C)c(Br)c2C)c(C)c1C,-2,-1%,-1%,-2%,-5%,-23%,3%,-0.1%,-10%,-5%,-7%
Cc1ccccc1OC1C(=O)N(Cc2ccc3c(c2)OCO3)C1c1sccc1C (stereo unspecified),u,-3%,x,-5%,-5%,-75%,-11%,-0.1%,-18%,5%,-11%
O=C(c1cc2n(n1)C(C(F)(F)F)CC(c1ccco1)N2)N1CCc2ccccc2C1 (stereo unspecified),8,0%,18%,-8%,-7%,-38%,-37%,-0.5%,-35%,-3%,-6%
Cc1cc(/C=N/n2cnnc2)c(C)n1-c1ccc(OCc2ccccc2F)cc1,4,-1%,-25%,-4%,-13%,-60%,16%,0.3%,-38%[inhibitor],3%,-10%
O=C(O)c1nn(CCOc2cccc(Cl)c2)c(=O)c2ccccc12,-7,-2%,1%,-13%,-4%,-5%,-15%,0.1%,-35%,-6%,1%

# Arranged by molar mass (lowest first): some entries from above.
SMILES,TRPV1 ag,USP2a inh,uPA generation,S-ASM inh,PTAP TSG101 blk,BRCA1 expr up,Eya2 inh,B2AR arrestin,Integrin act MD,p53 reactivation,ELG1 genotoxic
Cc1csc(SCC(=O)Nc2ccccc2C)n1,2,-1%,3%,6%,-5%,32%,2%,0.2%,u,7%,2%
CC1CCCC(C)N1C(=O)COC(=O)c1n[nH]c(=O)c2ccccc12 (stereo unspecified),-1,6%,2%,-3%,-1%,-5%,10%,-0.9%,-1%,9%,0%
Cc1cc(/C=N/n2cnnc2)c(C)n1-c1ccc(OCc2ccccc2F)cc1,4,-1%,-25%,-4%,-13%,-60%,16%,0.3%,-38%[inhibitor],3%,-10%
CCOC(=O)c1c(NC(=O)C2CCN(S(=O)(=O)c3cccs3)CC2)sc(C)c1C,8,-1%,0%,-5%,-3%,-21%,-19%,-0.8%,8%,2%,-3%

# (listing goes on)
SMILES,TRPV1 ag,USP2a inh,uPA generation,S-ASM inh,PTAP TSG101 blk,BRCA1 expr up,Eya2 inh,B2AR arrestin,Integrin act MD,p53 reactivation,ELG1 genotoxic
CN(CC(=O)Nc1ccccc1F)CC(=O)Nc1ccc(F)c(F)c1F,5,2%,4%,-2%,-6%,18%,-3%,0.2%,2%,-6%,-1%
Cc1ccc(S(=O)(=O)N2CCN(C(=O)CN3CCCC3)C2)cc1,-2,0%,-4%,1%,-3%,2%,-4%,0.1%,1%,6%,-1%
CCOC(=O)c1c(NC(=O)CSc2nnc(CNc3ccc(Cl)cc3)o2)sc(C)c1C,3,0%,5%,-15%,-10%,-27%,0%,-1.1%,-17%,-15%,-4%
C=CCSc1nc2c(cc1C#N)CCC2,1,-6%,3%,-1%,-8%,-2%,1%,0.0%,0%,7%,2%
COc1ccc(/C=N/NC(=O)C2C3CCCCC32C)cc1OC (stereo unspecified),-3,1%,-3%,-1%,3%,-2%,-1%,0.5%,-31%,7%,-1%
COc1ccc(S(=O)(=O)N2CCN(C(=O)NCc3ccccc3)CC2)cc1,u,0%,11%,0%,-1%,-3%,2%,-0.5%,17%,11%,2%
Cc1ccc(-c2noc(-c3c(C)noc3C)n2)cc1,x,2%,5%,-3%,-4%,1%,u,-0.1%,10%,4%,3%
CCOC(=O)C(CCCOc1ccc(C)cc1)C(=O)OCC,9,2%,12%,-1%,0%,-4%,-9%,-0.3%,0%,3%,-6%
CCCOc1ccc(Cc2c(Cl)nc(SC)nc2OC)cc1,19,2%,1%,-12%,1%,-34%,-6%,-0.3%,-12%,-13%,4%
O=C1CCC(=O)N1c1ccc(CSc2nnnn2C2CCCCC2)cc1,4,3%,1%,-2%,-2%,3%,6%,-0.5%,9%,4%,-11%
CC(=O)c1cccc(NC(=O)Nc2cc3sccc3n2C)c1,1,0%,x,x,x,x,-19%,-0.7%,x,1%,0%
C=CCNC(=S)N1CCN(c2ncc(C(F)(F)F)cc2Cl)CC1,u,2%,-7%,-1%,-3%,-26%,-4%,0.1%,-1%,2%,-3%
CCc1ccc2[nH]c(=O)c(CN(CCN(CC)CC)C(=O)Nc3ccccc3OC)cc2c1,3,1%,-3%,-10%,-3%,0%,-22%,0.0%,-43%,7%,0%
CC(C)(C)NC(=O)CSc1nncn1NCc1cccc2ccccc12,-3,0%,6%,4%,0%,-19%,5%,0.3%,11%,-6%,9%
CC(=O)c1cccc(CN2CCN(C3CCCC3)C(CCO)C2)c1 (stereo unspecified),-1,0%,9%,1%,-2%,-1%,-20%,-1.1%,-23%,-2%,0%
O=CNC(Cc1ccccc1)C(=O)O (stereo unspecified),-3,-2%,1%,5%,-5%,-1%,-2%,-2.0%,-4%,1%,4%
C/C(=N\NC(=O)C1(C)CC1(Br)Br)c1cccc(NC(=O)C2CCC2)c1 (stereo unspecified),7,2%,-1%,1%,-1%,-18%,-4%,0.3%,9%,-3%,-10%
Cc1ccc(S(=O)(=O)Nc2ncc(C(F)(F)F)cc2Cl)cc1,2,0%,4%,13%,0%,-6%,7%,0.1%,-16%,6%,-5%
COc1ccc(C(=O)CSc2nnc(-c3ccco3)o2)cc1,1,0%,-2%,2%,-4%,2%,0%,0.2%,0%,10%,8%
CCOC(=O)N1CCN(C(=O)C2CCN(S(=O)(=O)c3cc(Cl)ccc3OCC)CC2)CC1,-1,-1%,17%,-1%,1%,-6%,1%,-0.9%,2%,-6%,-12%
Cc1ccc(S(=O)(=O)n2nc(-c3ccc(Cl)cc3)nc2NCc2ccco2)cc1,3,-1%,-3%,-8%,0%,13%,11%,0.0%,-10%,u,u
CCOc1ccc(NC(=S)C(C#N)=C2N(C)c3ccccc3N2C)cc1,4,-1%,-31%,0%,-2%,-8%,3%,0.3%,-18%,-2%,6%
CC(=O)C[C@H](O)CC(=O)[C@@H]1OC(=O)[C@@H](C)C/C=C\Cc2ccccc21,x,1%,13%,4%,-6%,3%,2%,-0.6%,-20%,-1%,2%
Cc1ccc(-c2nnc3sc(C4COc5ccccc5O4)nn23)cc1 (stereo unspecified),27,2%,x,-23%,-4%,27%,22%[15.4 µM],0.4%,10%[7.66 µM],1%,2%
Cc1cc(C)cc(Nc2cc(C)nc3nc(C)nn23)c1,12,3%,1%,-2%,-1%,-21%,-10%,0.4%,-10%,-4%,-8%
COc1cc(C2C(C(=O)c3ccc(C)o3)=C(O)C(=O)N2Cc2cccnc2)ccc1O (stereo unspecified),-3&-1,0%&-3%,1%,-5%,-2%,-1%,0%&4%,-0.7%&0.1%,-16%,2%,1%
N#Cc1nc(-c2cccc3ccccc23)oc1NCCN1CCCCC1,25,-2%,x,x,-7%,11%,-1%,0.0%,-67%[inhibitor],5%,2%

# From PubChem

# Hits appear at their usual frequency (roughly 2.6% active in at least one column).
